Screens deposited in PubChem by Broad Institute.
E-selectin induc = induces E-selectin expression in human endothelial cells | activation, % at 7.58 µM | P16581 | HUVEC E-selectin immunofluorescence imaging; normalized: neutral wells 0, TNF-alpha wells 100 | AID 686992 | 260,000 tested, 0.37% active;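 active = mean E-selectin-positive cell signal at least 10% of the positive control, reached in at least 60% of replicates, without over 20% cell loss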;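 also: in these data hits start at about 27%; measured in HUVEC primary endothelial cells; signal is the percent of cells scored E-selectin positive by PE staining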
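System: HUVEC / Compound: single concentration / Signal: immunofluorescence imaging / Read-out: percent E-selectin-positive cells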
ERAP1 HTS inh = blocks human ERAP1 aminopeptidase activity | Q9NZ08 | recombinant ERAP1, Leu-AMC fluorescence, 60 min | inhibition, % at 10.7 µM | 340,000 tested, 0.15% active | AID 652197;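 active = mean replicate inhibition of at least 30%, or all replicates individually reaching that 30% level; inactive = mean below 30% and not every replicate reaching it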;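 also: 0% = neutral control wells and 100% = L-leucinethiol positive control wells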
Target sequence (Q9NZ08 whole entry, looked up): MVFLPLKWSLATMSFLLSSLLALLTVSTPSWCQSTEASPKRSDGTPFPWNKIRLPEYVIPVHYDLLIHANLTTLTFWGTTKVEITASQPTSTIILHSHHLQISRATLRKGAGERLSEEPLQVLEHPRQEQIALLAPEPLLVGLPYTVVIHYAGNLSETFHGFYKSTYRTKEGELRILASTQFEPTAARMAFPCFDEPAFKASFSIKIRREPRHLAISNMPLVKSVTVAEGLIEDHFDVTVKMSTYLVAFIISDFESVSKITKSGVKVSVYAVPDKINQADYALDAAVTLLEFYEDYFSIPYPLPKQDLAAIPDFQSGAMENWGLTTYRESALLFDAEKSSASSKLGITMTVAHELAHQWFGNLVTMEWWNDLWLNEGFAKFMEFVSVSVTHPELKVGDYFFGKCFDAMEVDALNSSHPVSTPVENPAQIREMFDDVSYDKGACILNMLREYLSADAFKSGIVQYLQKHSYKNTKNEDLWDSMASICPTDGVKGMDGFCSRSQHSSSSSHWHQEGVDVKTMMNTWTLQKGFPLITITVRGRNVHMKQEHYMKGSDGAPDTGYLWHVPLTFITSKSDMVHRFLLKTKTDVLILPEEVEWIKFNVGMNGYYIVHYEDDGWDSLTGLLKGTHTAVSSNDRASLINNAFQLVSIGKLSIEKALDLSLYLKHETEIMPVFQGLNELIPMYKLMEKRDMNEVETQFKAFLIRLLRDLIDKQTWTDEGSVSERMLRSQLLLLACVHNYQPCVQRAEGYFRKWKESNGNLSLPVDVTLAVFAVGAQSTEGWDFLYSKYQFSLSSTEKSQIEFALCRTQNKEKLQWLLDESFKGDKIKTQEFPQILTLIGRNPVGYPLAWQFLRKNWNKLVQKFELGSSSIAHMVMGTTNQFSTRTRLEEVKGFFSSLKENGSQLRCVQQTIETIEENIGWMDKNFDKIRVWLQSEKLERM
RAD54 inh = blocks human RAD54 Holliday junction branch migration | Q92698 | FAM/BHQ fluorescence | inhibition, % at 10.4 µM | 360,000 tested, 0.14% active | AID 602329;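 active = mean normalized replicate activity at least 40 and at least half of replicates scoring 40 or more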;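 also: 0% = median of neutral control wells and 100% = median of positive control wells; inhibitors cause a drop in the FAM fluorescence signal; in these data hits start at about 50%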
ERp5 block = blocks human ERp5 reductase activity on insulin. 350,000 tested, 0.05% active. Q15084. AID 651711. inhibition, % at 9.99 µM. ERp5 insulin aggregation, absorbance 650 nm, 90 min;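 active = mean replicate inhibition above about 25%, with every replicate also reaching it, limit read from the data, passing the limit was not always enough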
S100A4 MyoIIA = inhibitors of human S100A4 binding to myosin IIA peptide; P26447; S100A4/TAMRA-MyoIIA peptide fluorescence polarization; inhibition, % at 10.7 µM; 360,000 tested, 0.14% active; AID 652163;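 active = mean inhibition of at least 70% across replicates, with every replicate also reaching that level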
Target sequence (P26447 whole entry, looked up): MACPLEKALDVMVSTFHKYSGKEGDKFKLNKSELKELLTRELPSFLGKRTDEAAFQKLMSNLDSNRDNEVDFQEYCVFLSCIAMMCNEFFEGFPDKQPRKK
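Material: S100A4 monomer (human). Medium: Calcium-containing HEPES buffer, pH 7.2. Probe or stimulus: labelled myosin peptide probe, 5 nM. Compound dosing: one concentration per compound. Timing: polarization read 5 min after assay mix addition, stable 5–60 min. Benchmarks: DMSO as neutral control, TFP as positive control.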
esBAF inh = inhibitors of esBAF chromatin remodeling in mouse ES cells. 350,000 tested, 2% active. Bmi1-luciferase knock-in reporter, 24 h; 100% = twice the neutral-well signal. reporter increase, % at 12.5 µM; in the data active = activation above about 40%;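 also: 0% = median of the plate's neutral control wells and 100% = double that signal; a rise in the Bmi1 reporter signal indicates esBAF inhibition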
Xi reactivation = activators of X-chromosome reactivation in mouse fibroblasts. XiGFP mouse fibroblasts, % GFP-positive cells imaging, 3 d; cells co-treated with 5-aza-dC sensitizer; scaled so ellipticine positive control = 100%. activation, % at 7.58 µM. 360,000 tested, 0.055% active. AID 743238;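 active = mean normalized replicate activation at least 10% and every replicate at or above 10%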;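 also: 0% = median of on-plate neutral control wells and 100% = ellipticine 6 µM median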
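System: XiGFP fibroblasts, SV40-immortalized. Medium: DMEM plus 5-aza-dC sensitizer. Doses: single point. Timing: 3 d treatment, 15 min room-temperature fixation. Control set: ellipticine 6 µM.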
RAD52 inh = blocks human RAD52 DNA annealing | 360,000 tested, 0.46% active | P43351 | recombinant RAD52 DNA annealing, FRET fluorescence | inhibition, % at 18.7 µM;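 active = every replicate showing at least 50% inhibition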
An asterisk follows results filed as active; · = no result given; & = joins results of further samples. Rows were taken by chance (roughly 2.5% active in at least one column).

SMILES	E-selectin induc	ERAP1 HTS inh	RAD54 inh	ERp5 block	S100A4 MyoIIA	esBAF inh	Xi reactivation	RAD52 inh
CCc1nc2c(OCCC3CCCCC3)cccn2c1N(C)C(=O)CC(C)C	-0.1	-1	-22	0	-4	1	0.1	-22
CCN(CC)c1ccc(CNc2nc3ccccc3n2CCN2CCOCC2)cc1	·	3	14	2	-3	18	0.1	-23
CCn1c(=O)c(C(=O)Nc2ccccc2F)c(O)c2ccccc21	·	3	-2	-2	1	40	0.0	1
CC(C)C[C@H](NC(=O)c1nc[nH]c1C(=O)NCCCCCNC(=O)OC(C)(C)C)C(=O)OC(C)(C)C	-0.2	-3	-10	4	1	4	0.0	-16
Cc1ccc(SCC(=O)NNC(=O)CNC(=O)c2ccccc2F)cc1	0.6	0	12	4	-5	1	-0.1	-7
Cn1cccc1C(=O)N1CCc2ccccc2C1	0.0	-6	-1	12	-9	29	0.3	-2
Cc1cccc(C(=O)OCC(=O)NCCN2C(=O)CSC2=O)c1[N+](=O)[O-]	-0.1	5	0	0	0	0	0.0	14
COc1ccc(NC(=O)N(C)C[C@H]2Oc3c(cccc3N(C)C)C(=O)N([C@@H](C)CO)C[C@@H]2C)cc1	·	1	-2	2	25	1	0.1	0
COc1ccc2c3c([nH]c2c1)[C@H](CO)N(C)CC31CCN(C(=O)CN(C)C)CC1	0.0	5	·	-9	-12	·	0.1	41
Nc1cc(=O)[nH]c(SCc2ccccc2Cl)n1	2.9	6	0	-6	-2	-4	0.1	0
C=CCn1c(Cc2csc(N)n2)nnc1SCc1ccc(C(=O)OC)cc1	·	-5	0	2	3	3	·	-4
Cc1ccc(S(=O)(=O)N(C)C[C@@H]2Oc3ncc(C#CC4(O)CCCC4)cc3C(=O)N([C@H](C)CO)C[C@@H]2C)cc1	-0.1	2	-9	2	4	4	0.5	-5
Cn1c(=O)c2[nH]c(N=NN3CCCCC3)nc2n(C)c1=O	3.0	7	1	3	0	1	0.2	-3
O=C(NN=Cc1ccc2c(c1)CCC2)c1cccc([N+](=O)[O-])c1	-0.2	1	3	8	4	23	0.4	-10
CCCCCCCNC(=O)C1(CC2CC(c3cccc(Br)c3)=NO2)CCN(C(=O)OC(C)(C)C)CC1 (configuration not stated)	0.0	5	-7	-1	-7	9	0.0	1
COc1cc(OC)cc(-c2cc3nc(C)c(CCC(=O)O)c(=O)n3[nH]2)c1	-0.2	-13	3	0	1	-5	0.1	-7
C[C@@H]1CN([C@H](C)CO)C(=O)c2cc(NC(=O)Nc3ccc4c(c3)OCO4)ccc2O[C@H]1CN(C)CC1CCCCC1	-1.2	-3	3	-2	4	-3	0.1	7
Cc1ccc(S(=O)(=O)NCc2csc(-c3cccs3)n2)cc1	7.2	0	·	3	3	·	0.4	-9
O=C(Nc1ccccc1N1CCOCC1)c1ccc(Cl)c(S(=O)(=O)NCc2ccco2)c1	·	-1	·	-1	-2	·	-0.4	1
CCOC(=O)C1Oc2ccccc2C(c2cccc3ccccc23)=C1C(=O)OC (configuration not stated)	3.7	·	-1	3	-2	-1	-0.1	-45
Fc1ccc(NC(=S)N2CCCC(c3ccccc3)=N2)cc1	·	-3	·	-3	2	7	0.4	-16
COCCN(C(=O)COC(=O)c1cc2ccccc2cc1O)c1c(N)n(Cc2ccccc2)c(=O)[nH]c1=O	3.0	1	-16	1	-7	-2	-0.4	-18
O=C(O)C[C@H]1c2cc(C(F)(F)F)ccc2S(=O)(=O)N1C1CCCCC1	-0.3	1	8	7	-5	-1	0.0	-14
C[C@@H]1CN([C@H](C)CO)C(=O)c2cc(NS(=O)(=O)c3cccs3)ccc2O[C@H]1CN(C)C(=O)Nc1ccc2c(c1)OCO2	-0.3	1	0	-2	10	1	-1.2	9
C[C@@H](O)C#Cc1ccc2c(c1)O[C@H](CN(C)C(=O)CN(C)C)[C@@H](C)CN([C@@H](C)CO)S2(=O)=O	-0.2	3	-4	-2	-8	0	-0.6	-4

Going on with the list:
SMILES	E-selectin induc	ERAP1 HTS inh	RAD54 inh	ERp5 block	S100A4 MyoIIA	esBAF inh	Xi reactivation	RAD52 inh
CN(Cc1ccccc1)C(=O)CCC1CCN(C(=O)CCC(F)(F)F)CC1	·	-2	0	2	0	34	0.0	-9
CCc1ccc(-c2nn(Cc3ccccc3)cc2C(=O)NCC2CCCO2)cc1 (configuration not stated)	·	-4	·	-7	-2	4	0.0	2
CC(C)C[C@@H](CN1CCCC1CN1C(=S)NC[C@@H]1Cc1ccccc1)N1C[C@H](Cc2ccc(O)cc2)N(CCc2ccccc2)C1=S (some centres not stated)	·	-1	·	4	-3	·	0.4	-49
CCOCCCNC(=O)c1oc2ccc3c(c2c1C)C(O)CC(C)(C)O3 (configuration not stated)	1.7	1	-17	2	-4	5	0.1	-9
Cc1cc(Cl)ccc1OCC(=O)OCC(=O)NC1CCS(=O)(=O)C1 (configuration not stated)	-0.4	1	-6	-6	9	1	0.0	-19
Cc1ccc(NC(=O)Cn2nc(C(=O)O)c3ccccc3c2=O)c([N+](=O)[O-])c1	·	1	0	-6	-2	-3	-0.1	-6
C/C=C(/C)C(=O)Nc1cccc(C2=NOC3(C2)C[C@@H](C(N)=O)N(C(=O)/C=C/CC)C3)c1 (some centres not stated)	0.5	-2	-5	5	-1	0	0.0	-1
CCOC(=O)CSc1nc2sc3c(c2c(=O)n1-c1ccc(OC)cc1)CCN(C)C3	-0.2	-5	19	1	-10	-18	0.1	11
CC(C)c1ccc2oc(=O)cc(CN3CCCCC3)c2c1	·	2	2	-2	0	0	0.0	-16
CCCC1(C)NC(=O)c2ccccc2O1 (configuration not stated)	·	0	·	2	2	·	0.1	-3
O=C(O)c1cc(=O)c2c(OCC(O)COc3cccc4oc(C(=O)O)cc(=O)c34)cccc2o1	1.6	2	21	2	1	-1	0.3	-8
Cc1ccsc1/C=N/NC(=O)CNC(=O)c1ccc(S(=O)(=O)N2CCOCC2)cc1	4.9	16	9	0	-6	·	0.1	-9
Cc1ccccc1CNC(=O)CCNS(=O)(=O)c1ccc(OC(F)(F)F)cc1	-0.9	0	-3	10	-5	2	-0.5	-14
C[C@H](CO)N1C[C@H](C)[C@@H](CN(C)C)Oc2ccc(NC(=O)Cc3ccccc3)cc2C1=O	·	-2	-8	-9	-15	-1	-0.5	-7
C[C@H]1CN([C@@H](C)CO)C(=O)c2cccc(NS(C)(=O)=O)c2O[C@H]1CN(C)S(C)(=O)=O	36*	0	1	-4	-6	5	0.3	3
Cc1cc(C)c(-c2c(N)cc(Br)cc2Br)c(N)c1	1.1	-2	-5	-1	-2	-5	0.2	-30
COCCN(C[C@@H]1[C@@H](c2ccccc2)[C@@H](CO)N1C(C)=O)C(=O)c1ccncc1	0.1	-2	1	1	9	-1	0.0	-13
CS(=O)(=O)N1CCC(C(=O)Nc2ccc(OCc3ccccc3)cc2)CC1	·	1	6	2	-2	4	·	-11
COc1ccc(C(=O)Nc2ccc(Nc3ccccc3)cc2)cc1[N+](=O)[O-]	0.2	-4	1	3	2	6	0.0	3
CCC(=O)N1CC[C@@H]2[C@H]1c1cc(-c3ccc(F)cc3)ccc1N[C@@H]2CO	0.1	2	-13	6	0	-4	0.0	-37
COc1cccc(-n2c(-c3ccccc3)c[nH]c2=S)c1	·	4	-4	0	-3	-5	0.0	2
COc1ccc(CC(N)c2csc(Nc3cc(NCCCO)ncn3)n2)cc1 (configuration not stated)	·	0	-6	-19	0	2	-0.2	-46
CO/N=C/C(C#N)=C/c1cc(C(=O)c2ccccc2)cn1C	·	2	·	-1	-1	·	0.1	-4
CCOC(=O)CC1CCCCN1Cc1cn[nH]c1-c1ccc(F)cc1F (configuration not stated)	·	0	·	9	-13	-6	0.2	-55
O=C(NCCC1CCCCN1S(=O)(=O)c1ccc(F)cc1)C(=O)Nc1ccccc1F (configuration not stated)	·	4	-20	-1	-5	11	0.1	-7

Taken from above:
For ERAP1 HTS inh, O=C(O)c1cc(=O)c2c(OCC(O)COc3cccc4oc(C(=O)O)cc(=O)c34)cccc2o1 has the entry 2
For esBAF inh, COCCN(C[C@@H]1[C@@H](c2ccccc2)[C@@H](CO)N1C(C)=O)C(=O)c1ccncc1 has the entry -1

Further entries:
SMILES	E-selectin induc	ERAP1 HTS inh	RAD54 inh	ERp5 block	S100A4 MyoIIA	esBAF inh	Xi reactivation	RAD52 inh
O=C(c1cccc(F)c1)N1CC(=O)N2[C@H](C1)[C@H](c1ccc(/C=C/c3ccccc3)cc1)[C@@H]2CO	0.0	-4	·	1	-1	·	0.0	11
Fc1ccc(N=c2ssnc2Cl)c(F)c1	-1.4	0	·	11	-7	-8	0.0	-19
CCN(CC(=O)Nc1ccc(NC(C)=O)cc1)C(=O)c1ccc(S(=O)(=O)N2CCCC2)cc1	-0.1	-1	2	-7	-2	4	0.0	-17
CCN(C(=O)c1cccc(Br)c1)C1CCS(=O)(=O)C1 (configuration not stated)	-0.1	-2	2	-1	-6	·	0.1	7
C#CCNC(=O)C1=C[C@H](c2ccc3c(c2)OCO3)C[C@H](OCc2ccc(CO)cc2)O1	0.4	1&0	1	6&-2	-27&1	·	-0.1	-11&16
CC(C)c1ccccc1NC(=S)NCC1(N(C)C)CCCCC1	-0.8	5	0	-1	0	-4	-0.1	-2
COc1ccc(CNC(=O)CN(Cc2ccc(C)cc2)C(=O)c2csnn2)cc1	-0.2	-4	1	6	1	5	0.0	-17
COc1ccc2c3c([nH]c2c1)[C@@H](CO)N(C(C)=O)CC31CN(C(=O)Nc2ccc(F)cc2)C1	0.0	-1	·	6	-42	·	0.2	2
O=C(C[C@@H]1CC[C@@H]2[C@H](COC[C@H](O)CN2Cc2ccc(Oc3ccccc3)cc2)O1)N1CCOCC1	0.1	-1	1	9	-5	5	0.0	-6

Quoted from above, four compounds:
SMILES	E-selectin induc	ERAP1 HTS inh	RAD54 inh	ERp5 block	S100A4 MyoIIA	esBAF inh	Xi reactivation	RAD52 inh
CC(C)c1ccccc1NC(=S)NCC1(N(C)C)CCCCC1	-0.8	5	0	-1	0	-4	-0.1	-2
COc1ccc(CNC(=O)CN(Cc2ccc(C)cc2)C(=O)c2csnn2)cc1	-0.2	-4	1	6	1	5	0.0	-17
COc1ccc2c3c([nH]c2c1)[C@@H](CO)N(C(C)=O)CC31CN(C(=O)Nc2ccc(F)cc2)C1	0.0	-1	·	6	-42	·	0.2	2
O=C(C[C@@H]1CC[C@@H]2[C@H](COC[C@H](O)CN2Cc2ccc(Oc3ccccc3)cc2)O1)N1CCOCC1	0.1	-1	1	9	-5	5	0.0	-6
